APJ ag – agonists of human apelin receptor APJ, primary screen, CHO-K1 cells, PathHunter beta-arrestin, luminescence | 330,000 compounds, 0.11% hits | 0% DMSO wells, 100% apelin | activation, % at 20 µM;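 active = activation more than six SD over the plate average, tested at 20 µM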;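 also: 0% = DMSO alone and 100% = apelin-13 at 10 nM; some results filed as inactive read as strong as hits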
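Assay system: CHO-K1 cells stably expressing ProLink-tagged human APJ and arrestin–beta-gal acceptor. Compound dosing: 20 µM single point, 1% DMSO. Times: 16-18 h seeding, 90 min dark compound exposure, 60 min detection. Detection: beta-gal luminescence. Evaluation: APJ–arrestin association signal. Controls: negative DMSO alone, positive Apelin-13 at 10 nM.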
Mdm2 MdmX PPI – inhibitors of human Mdm2-MdmX association, primary screen, cell-based, luminescence, split luciferase, SaOS-2, uHTS | Protein Mdm4 (Homo sapiens) + E3 ubiquitin-protein ligase Mdm2 (Homo sapiens), … | SaOS-2 split-luciferase Mdm2/MdmX complementation | inhibition, % at 8 µM | 330,000 compounds, 3% hits | AID 485346, 2010;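 active = inhibition of at least 50% at 8 µM in the primary screen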
Target sequence (O15151 whole entry, looked up): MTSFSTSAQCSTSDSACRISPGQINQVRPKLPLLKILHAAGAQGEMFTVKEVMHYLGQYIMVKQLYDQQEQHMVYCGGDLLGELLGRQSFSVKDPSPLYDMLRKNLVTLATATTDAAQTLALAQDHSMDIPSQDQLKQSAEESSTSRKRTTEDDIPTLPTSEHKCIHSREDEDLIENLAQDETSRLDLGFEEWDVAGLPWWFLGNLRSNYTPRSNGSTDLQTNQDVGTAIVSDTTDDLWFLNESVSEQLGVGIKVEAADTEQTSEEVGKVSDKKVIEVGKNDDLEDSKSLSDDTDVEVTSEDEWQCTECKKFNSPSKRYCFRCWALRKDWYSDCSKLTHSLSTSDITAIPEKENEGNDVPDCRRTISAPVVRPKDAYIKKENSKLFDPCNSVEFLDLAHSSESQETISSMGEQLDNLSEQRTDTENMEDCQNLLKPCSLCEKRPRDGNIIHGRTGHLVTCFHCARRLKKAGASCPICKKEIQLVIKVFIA
Target sequence (Q00987 whole entry, looked up): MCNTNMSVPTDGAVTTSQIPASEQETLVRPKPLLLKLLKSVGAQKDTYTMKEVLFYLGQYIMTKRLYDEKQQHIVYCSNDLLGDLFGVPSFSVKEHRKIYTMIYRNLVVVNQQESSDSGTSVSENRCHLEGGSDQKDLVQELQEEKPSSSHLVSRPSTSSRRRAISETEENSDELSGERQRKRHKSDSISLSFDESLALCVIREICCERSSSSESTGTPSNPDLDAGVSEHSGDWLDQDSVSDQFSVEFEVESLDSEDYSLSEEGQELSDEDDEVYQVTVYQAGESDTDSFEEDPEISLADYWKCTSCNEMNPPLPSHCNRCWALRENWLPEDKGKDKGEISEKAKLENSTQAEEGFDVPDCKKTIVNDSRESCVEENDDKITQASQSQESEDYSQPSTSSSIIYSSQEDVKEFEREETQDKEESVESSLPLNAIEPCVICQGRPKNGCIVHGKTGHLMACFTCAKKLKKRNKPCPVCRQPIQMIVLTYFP
APJ antagonist – antagonists of human apelin receptor APJ, primary screen, CHO-K1 cells, beta-arrestin complementation, luminescence | P35414 | inhibition, % at 20 µM | 330,000 compounds, 0.32% hits | AID 2521, 2010;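 active = inhibition above about 40% at 20 µM, limit read from the data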;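 also: cells challenged with 10 nM apelin-13 agonist together with compound; plate controls were apelin-13 plus DMSO wells for no effect and DMSO wells lacking apelin-13 for full effect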
XBP1 UPR activ – activators of adaptive XBP1 UPR arm, primary screen, cell-based, CHO-XBP1 luciferase reporter, luminescence, uHTS; IRE1-XBP1 UPR activation; percent of tunicamycin response, DMSO as zero; 330,000 compounds, 0.33% hits; AID 463104, 2010; activation, % at 20 µM;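 active = versus positive control, 20 µM dose yields 30% or more activation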;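 also: 100% = tunicamycin at 10 µg/mL and 0% = DMSO only wells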
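Material: CHO-XBP1 cells stably carrying IRE1-XBP1-driven luciferase reporter / Amount: 1000 cells per well / Compound: 20 µM, 1% DMSO / Times: 6 h treatment, 37 °C / Detection: luciferase luminescence / Measure: % activation of reporter signal versus tunicamycin and DMSO controls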
Jurkat NFkB inh – inhibitors of induced NF-kB luciferase reporter, primary screen, TCR NF-kB activation inhibitor project, cell-based, luminescence, uHTS | Jurkat, PMA/ionomycin-induced NF-kB luciferase reporter | inhibition, % at 4 µM | 330,000 compounds, 0.53% hits | AID 435003, 2010; in the data active = inhibition above about 50%
tim23-1 inh – growth inhibitors of tim23-1 mutant yeast, primary screen, luminescence, uHTS; S. cerevisiae tim23-1 growth, BacTiter-Glo luminescence, 24 h; inhibition, % at 20 µM; 330,000 compounds, 1.3% hits; AID 463212, 2010;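 active = growth inhibition of the mutant yeast at or above 50%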;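 also: temperature-sensitive mutant grown at 25 °C; plate controls were DMSO-treated mutant yeast for no effect and medium wells lacking yeast for full effect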
UPR CHOP act – activators of apoptotic CHOP UPR arm, primary screen, cell-based, CHO-CHOP luciferase reporter, luminescence, uHTS; UPR activation; percent of tunicamycin response over DMSO baseline; activation, % at 10 µM; 330,000 compounds, 0.34% hits;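 active = at 10 µM dose, activation of 40% or more, normalized to positive control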;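 also: 100% = tunicamycin at 10 µg/mL and 0% = DMSO alone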
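System: CHO CHOP reporter cells. Amount: 500 cells per well. Buffer or medium: F12 medium, 10% FBS. Compound dosing: one dose, 10 µM in 0.5% DMSO. Incubation: 6 h compound exposure at 37 °C after overnight seeding. Technique: Steady-Glo luciferase luminescence. Benchmarks: tunicamycin and DMSO controls.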
697 NFkB inh – inhibitors of PMA/ionomycin-induced NF-kB reporter, 697 cells, primary screen, B-cell NF-kB inhibitor project, cell-based, luminescence, uHTS; 697 B-cell NF-kB luciferase reporter, 16 h; inhibition, % at 4 µM; 330,000 compounds, 0.33% hits; AID 435022, 2010; in the data active = inhibition above about 35%
Starred values were filed as active, the others as inactive; / = not tested or not shown.

(1) Nc1nc(SCC(=O)Nc2ccccc2)[nH]c(=O)c1-c1ccccc1
(2) CCCCCCC(=O)N1CCN(c2cc3c(cc2F)c(=O)c(C(=O)O)cn3CC)CC1
(3) O=C(Nc1nc2ccc(F)cc2s1)C1CCN(S(=O)(=O)c2cc([N+](=O)[O-])ccc2Cl)CC1
(4) Cc1ccc(S(=O)(=O)N2CCN(C(=O)c3cccs3)CC2)cc1
(5) CCCCC1CCC(C(=O)N(CCOC)c2c(N)n(CCCC)c(=O)[nH]c2=O)CC1 (stereo not given)
(6) CC1(OC(=O)CCc2ccccc2)C(=O)C=C2C=C(c3ccc(C#N)cc3)N(c3ccccc3)C=C2C1=O (stereo not given)
(7) COc1ccc(Cc2[nH]n3c(=O)cc(C)nc3c2-c2ccccc2)cc1
(8) O=S(=O)(NCc1cccnc1)c1ccc(Cl)s1
Compound	1	2	3	4	5	6	7	8
APJ ag	-5	-2	11	-3	-4	15	-4	0
Mdm2 MdmX PPI	15	-12	88*	2	14	-37	39	-11
APJ antagonist	9	-2	-60	24	-12	-53	4	10
XBP1 UPR activ	4	2	-2	-2	0	-4	0	0
Jurkat NFkB inh	8	19	27	0	7	16	8	-4
tim23-1 inh	-16	3	-22	9	11	22	5	8
UPR CHOP act	-0.2	1.4	9.9	-2.4	3.4	1.8	-1.0	0.8
697 NFkB inh	18	10	-108	19	23	3	23	-13

(9) CC(NC(=O)c1ccc(Br)o1)c1ccc(-n2ccnc2)cc1 (stereo not given)
(10) O=C(Nc1cccc(C2=NCCN2)c1)Nc1cccc(C2=NCCN2)c1
(11) O=C(COC(=O)c1cccnc1)Nc1cccc2ccccc12
(12) COc1ccc(NC(=O)Cn2nc(C(=O)O)c3ccccc3c2=O)cc1OC
(13) COc1cccc(-c2ncc3ccccc3c2COC(=O)N2CCOCC2)c1
(14) COc1ccc(Cn2c(=O)[nH]c3cc(C(=O)NCc4ccc5c(c4)OCO5)ccc3c2=O)cc1
(15) CCCn1c(NCc2ccco2)nc2c1c(=O)n(C)c(=O)n2C
(16) O=C(O)[C@@H]1CSC2c3ccccc3C(=O)N21 (stereo not given in full)
Compound	9	10	11	12	13	14	15	16
APJ ag	-2	-1	2	-5	-2	-4	2	-2
Mdm2 MdmX PPI	4	-14	5	-5	-19	65*	-7	-35
APJ antagonist	4	-6	-19	9	14	8	20	6
XBP1 UPR activ	-1	-5	-1	1	1	20	-2	-1
Jurkat NFkB inh	4	11	0	-3	12	-4	10	-9
tim23-1 inh	1	-32	0	-8	18	4	18	14
UPR CHOP act	-0.9	-0.5	1.7	0.8	9.8	1.1	0.9	0.3
697 NFkB inh	-11	4	5	8	-29	-32	-23	-8

Single records, from the list above. Order of values: APJ ag	Mdm2 MdmX PPI	APJ antagonist	XBP1 UPR activ	Jurkat NFkB inh	tim23-1 inh	UPR CHOP act	697 NFkB inh
COc1cccc(-c2ncc3ccccc3c2COC(=O)N2CCOCC2)c1 as listed: -2	-19	14	1	12	18	9.8	-29
O=C(COC(=O)c1cccnc1)Nc1cccc2ccccc12 as listed: 2	5	-19	-1	0	0	1.7	5
COc1ccc(Cn2c(=O)[nH]c3cc(C(=O)NCc4ccc5c(c4)OCO5)ccc3c2=O)cc1 as listed: -4	65*	8	20	-4	4	1.1	-32
O=C(O)[C@@H]1CSC2c3ccccc3C(=O)N21 (stereo not given in full) as listed: -2	-35	6	-1	-9	14	0.3	-8
CC(NC(=O)c1ccc(Br)o1)c1ccc(-n2ccnc2)cc1 (stereo not given) as listed: -2	4	4	-1	4	1	-0.9	-11

Continuation:
(17) CCN(CC)CCNC(=O)CCc1c(C)nc2c(c(C)nn2-c2ccc(C)c(C)c2)c1C
(18) Cc1ccc(S(=O)(=O)N/N=C\c2ccc3c(c2)OCO3)c(C)c1
(19) NNC(=O)c1nnn(-c2nonc2N)c1CN1CCCC1
(20) C(=C\c1ccc2ccccc2n1)/c1ccccc1
(21) Cc1cc(C(=O)NC2CCCCCC2)c2ccccc2n1
(22) Cc1cc(=O)n(CC(C)C)c(O)c1C#N
(23) CN(CC(=O)Nc1ccc(N2CCOCC2)cc1)C(=O)C12CC3CC(CC(C3)C1)C2
(24) CCN(C(=O)COC(=O)c1ccc2c(c1)OCO2)c1ccc(F)cc1
Compound	17	18	19	20	21	22	23	24
APJ ag	-1	-1	2	-4	-4	4	2	-8
Mdm2 MdmX PPI	58*	1	4	-84	37	-10	-35	16
APJ antagonist	18	-3	-4	4	1	-10	4	15
XBP1 UPR activ	-2	-1	-5	-8	-5	-2	0	-1
Jurkat NFkB inh	-19	-2	-14	-105	-15	-4	-16	-1
tim23-1 inh	19	29	-6	25	2	17	19	33
UPR CHOP act	1.1	2.1	-1.0	-5.0	0.1	-0.1	0.6	-0.1
697 NFkB inh	6	16	9	-280	10	10	-35	-4

(25) CC(C)(C)N(NC(=O)c1ccccc1)C(=O)c1cccc(C(=O)N(NC(=O)c2ccccc2)C(C)(C)C)c1
(26) COc1ccc(Cl)cc1S(=O)(=O)N1CCCC1
(27) O=c1c2ccccc2ncn1-c1ccc(Cl)c(Cl)c1
(28) CC(C)(C)C1=CC(O)(c2ccccc2)C=C(C(C)(C)C)C1=O
(29) CCOCCCNC(=O)c1cn(CC)c2ccc(S(=O)(=O)N(C)C3CCCCC3)cc2c1=O
(30) CCOC(=O)/C=C(/C)N1N=C(c2ccc(OC)cc2)CC1c1cccc([N+](=O)[O-])c1 (stereo not given)
(31) O=C(CCCc1cccs1)Nc1nc2c(s1)CCCC2
(32) COc1ccc2c(c1)c([C@@H]1[C@H](C)[C@H]3CCCC[C@H]3CN1S(=O)(=O)c1ccc(C)cc1)cn2C
Compound	25	26	27	28	29	30	31	32
APJ ag	-4	-2	-3	-1	-4	-4	2	/
Mdm2 MdmX PPI	-6	14	40	-3	-10	-39	-36	39
APJ antagonist	2	-3	15	21	8	-11	5	/
XBP1 UPR activ	3	2	3	7	-4	1	-1	-1
Jurkat NFkB inh	21	-4	-20	15	12	-15	-46	/
tim23-1 inh	0	3	-6	31	11	7	44	40
UPR CHOP act	0.7	-1.8	1.6	1.6	1.4	2.8	1.2	1.9
697 NFkB inh	2	-15	-45	1	2	-1	-55	0

(33) CCOC(=O)c1ccccc1NC(=O)CC(C)CC(=O)O (stereo not given)
(34) CC(C)CN(C)C(=O)CCc1nnc(Cc2ccc(-c3ccccc3)cc2)o1
(35) c1coc(-c2cc(C3CCNCC3)[nH]n2)c1
(36) C/C(=N/NC(=O)CCC(=O)Nc1ccc(Br)cc1)c1ccc(Br)cc1
(37) Cc1c(CCO)c(=O)[nH]n1S(=O)(=O)c1cccc(C(F)(F)F)c1
(38) COc1ccc(C2CC(O)(c3ccccc3)Oc3c(C)ccc(C)c32)cc1 (stereo not given)
(39) CCO[C@H]1OC(C(=O)Nc2ccccc2)=C[C@@H](c2coc3ccccc3c2=O)[C@@H]1CCCO
(40) CC(C)c1ccc(NC(=O)CSc2n[nH]c(=O)n2C2CC2)cc1
Compound	33	34	35	36	37	38	39	40
APJ ag	-3	0	-7	-3	6	-1	-7	6
Mdm2 MdmX PPI	-10	19	3	51*	7	51*	13	4
APJ antagonist	11	14	-17	-10	2	13	9	-5
XBP1 UPR activ	-2	4	-2	3	-1	2	-4	-3
Jurkat NFkB inh	8	-19	-16	-4	10	-6	6	-28
tim23-1 inh	15	-2	9	-5	2	53*	-9	13
UPR CHOP act	1.4	2.1	3.3	1.1	0.0	3.8	-1.4	-0.7
697 NFkB inh	-1	-50	-36	13	2	-12	10	-37

Two entries from above, with values under each structure.
Sequence of screens – APJ ag, Mdm2 MdmX PPI, APJ antagonist, XBP1 UPR activ, Jurkat NFkB inh, tim23-1 inh, UPR CHOP act, 697 NFkB inh
25	CC(C)(C)N(NC(=O)c1ccccc1)C(=O)c1cccc(C(=O)N(NC(=O)c2ccccc2)C(C)(C)C)c1
    -4, -6, 2, 3, 21, 0, 0.7, 2
26	COc1ccc(Cl)cc1S(=O)(=O)N1CCCC1
    -2, 14, -3, 2, -4, 3, -1.8, -15

Remaining list, next part
(41) COc1ccc(C(=O)OCC(=O)c2ccc(CNC(C)=O)s2)cc1
(42) CCC(=O)CN(Cc1cc(OC)ccc1OC)S(=O)(=O)c1ccccc1Br
(43) Cc1cc(=O)oc2cc(OCC(=O)OCC(=O)Nc3ccc4ccccc4c3)ccc12
(44) COCCNC(=O)c1onc(CS(=O)(=O)c2cc(C)cc(C)c2)c1C(=O)NCCOC
(45) Cc1ccc2nc(SCC(=O)NNC(=O)c3ccccc3)[nH]c2c1
(46) COCCCNC(=S)Nc1cccc(S(=O)(=O)NC2=NCCC2)c1
(47) COc1cccc(OC)c1C(=O)OCC(=O)Nc1ccc(OC(F)(F)F)cc1
(48) NC(=O)[C@H](Cc1cc2ccccc2s1)NC(=O)[C@@H]1CC2(CC(c3cccc(NC(=O)[C@@H]4CCC(=O)N4)c3)=NO2)CN1C(=O)/C=C/Sc1ccccc1 (stereo not given in full)
Compound	41	42	43	44	45	46	47	48
APJ ag	0	/	-3	-1	-1	-2	2	8
Mdm2 MdmX PPI	11	7	3	-11	15	4	-28	11
APJ antagonist	6	/	4	-19	3	-9	12	17
XBP1 UPR activ	2	2	-1	-2	-1	1	1	-1
Jurkat NFkB inh	-15	/	1	2	8	-3	-3	-10
tim23-1 inh	16	58*	15	1	-3	1	17	7
UPR CHOP act	2.1	3.2	2.4	2.6	0.7	0.3	0.0	-2.0
697 NFkB inh	-14	-3	3	5	17	0	16	6

(49) Cc1nc(-c2ccc(F)cc2)c(CC(=O)N(C)CC(=O)Nc2ccccc2C(F)(F)F)s1
(50) Nc1nonc1-n1nnc(C(=O)N/N=C/c2ccc(OCc3ccccc3)cc2)c1CN1CCCCC1
(51) Cc1ccc(S(=O)(=O)NNC(=O)Cc2cccn2C)cc1
(52) CCOC(=O)C1=C(O)CCn2c1nc1ccccc12
(53) CS(=O)(=O)c1ccc(Cl)c(NC(=O)C2CCN(S(=O)(=O)c3cccs3)CC2)c1
(54) CCN(CC)CCCn1c2c(c(SCC(=O)Nc3nc4ccccc4s3)nc1=O)CCC2
(55) COc1cc(OC)nc(NC(=O)COC(=O)c2cccc(Cl)c2)n1
(56) CCC(C)(C)c1nnc(NC(=O)c2cccc([N+](=O)[O-])c2)s1
(57) O=C(COC(=O)COc1ccc(Br)cc1)Nc1cccnc1Cl
(58) Cc1ccc(SCC(=O)NC(C)(C)C)cc1
(59) O=c1oc2cc(Oc3ccc(C(F)(F)F)cc3[N+](=O)[O-])ccc2c2c1CCCC2
Compound	49	50	51	52	53	54	55	56	57	58	59
APJ ag	-5	-3	-2	-5	-5	0	0	-1	-3	-1	-1
Mdm2 MdmX PPI	25	-22	8	-5	0	10	7	-24	5	-6	24
APJ antagonist	15	5	13	6	5	20	2	11	-9	-12	11
XBP1 UPR activ	2	-4	-2	2	-3	-1	-3	-2	3	5	-1
Jurkat NFkB inh	3	-22	7	5	-10	-5	3	-8	6	-43	7
tim23-1 inh	22	5	-6	-6	-8	-6	4	33	4	11	23
UPR CHOP act	1.7	3.3	-1.8	-2.1	0.9	-0.1	-1.2	1.8	1.1	6.7	-1.7
697 NFkB inh	20	-6	2	20	3	-45	6	-13	9	-19	14

Screens as filed in PubChem BioAssay.
